S3 lipid droplet = qHTS Assay for Lipid Storage Modulators in Drosophila S3 Cells | Drosophila S3 cells, BODIPY lipid droplet fluorescence, 18-24 h; cells fed with added oleic acid | lipid storage change, negative = inhibition, % at the top dose, mostly 46.1 µM; hits show Potency in µM | 0.64% of 320,000 active | AID 2685, 2010; active means well fitted inhibition curve with a large enough effect in the signal ratio, with a control signal flat, not every such curve was filed as active; inconclusive means small, poorly fitted or top-dose-only effect, or effect the other way, or a change in a side signal; the % refers to the signal ratio
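Laser-scanning cytometry quantifies lipid droplet accumulation (500–530 nm total intensity; droplet/cell object ratio) in oleic acid-fed (400 uM added) Drosophila S3 cells treated with a concentration series. 20 uM Triacsin C defined 100% inhibition.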
S3 lipid droplet cell count max = also measured in S3 lipid droplet; calls as there; cell number change, %; measured here: cell count max response;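 cells counted by Cell Tracker Red CMTPX staining in the red channel; peak over a dose series mostly up to 46.1 µM; percent activity relative to internal control wells on each plate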
Numbers without * were called inactive; i = inactive; u = inconclusive; x = no result given. On the % scale 0 is the no-effect control and ±100 the full control effect; potency means the concentration at half of the fitted maximal effect.

Results follow in this order: S3 lipid droplet, S3 lipid droplet cell count max
CC(C)(C)n1nc2c(c1NC(=O)c1cccc(Cl)c1)CS(=O)(=O)C2
→ u, x
COc1cc(CCN2C(=O)c3cccc4cccc(c34)C2=O)c(S(=O)(=O)N2CCCCCC2)cc1OC
→ i, -8
CCOc1ncccc1C(=O)OCC(=O)Nc1cc(S(=O)(=O)N2CCOCC2)ccc1Cl
→ -10%, -12
Cc1nn(C(C)(C)C)c(OC(=O)c2ccc(Br)o2)c1Sc1ccccc1
→ u, x
CCN(C(=O)CSc1nnc(NCc2ccccc2)s1)C1CCS(=O)(=O)C1 (stereo unspecified)
→ -21%, x
CCCc1cc(=O)[nH]c(-n2[nH]c3c(c2=O)CCCC3)n1
→ u, x
COc1ccccc1CC(=O)Nc1ccon1
→ 8%, 22
COc1cccc(C2/C(=C(/O)c3ccc4c(c3)CC(C)O4)C(=O)C(=O)N2CCCn2ccnc2)c1 (stereo unspecified)
→ u, x
O=C(OCC(=O)N1CCCc2ccccc21)c1cccc(S(=O)(=O)N2CCc3ccccc32)c1
→ -1%, -1
Cc1ccccc1NS(=O)(=O)c1cc(C(=O)N2CCc3ccccc3C2)ccc1C
→ -15%, -8
CN(C)C=NC(=O)c1[nH]c2ccc(Cl)cc2c1-c1ccccc1
→ u, x
CS(=O)(=O)c1ccc(NC(=O)CCN2C(=O)NC3(CCCC3)C2=O)cc1
→ 8%, -13
CCn1c(SCC(=O)N2CCCc3ccccc32)nc2c1c(=O)n(C)c(=O)n2C
→ i, 5
Cc1ccc2nc(-c3cccnc3)c(Nc3ccccc3C)n2c1
→ -4%, -19
COc1ccc(C2=NN(C(=O)CCC(=O)O)C(c3ccc([N+](=O)[O-])cc3)C2)cc1 (stereo unspecified)
→ 11%, -1

Ordered by length of the SMILES (descending): 3 of the compounds above.
Results follow in this order: S3 lipid droplet, S3 lipid droplet cell count max
CCn1c(SCC(=O)N2CCCc3ccccc32)nc2c1c(=O)n(C)c(=O)n2C
→ i, 5
CCN(C(=O)CSc1nnc(NCc2ccccc2)s1)C1CCS(=O)(=O)C1 (stereo unspecified)
→ -21%, x
Cc1ccc2nc(-c3cccnc3)c(Nc3ccccc3C)n2c1
→ -4%, -19

(more compounds)
Results follow in this order: S3 lipid droplet, S3 lipid droplet cell count max
CC(OC(=O)CN1C(=O)NC2(CCCCC2C)C1=O)c1ccccc1 (stereo unspecified)
→ u, x
COc1ccc(C(=O)N2CCOC2CNC(=O)C(=O)NCCc2ccc(OC)c(OC)c2)cc1 (stereo unspecified)
→ u, x
COc1cc(C(C)=O)ccc1OCCN1CCC(Cc2ccccc2)CC1
→ 6%, 25
CCSc1nnc(NC(=O)c2cc(C)nc3ccccc23)s1
→ u, x
COC(=O)CN(c1ccccc1F)S(=O)(=O)c1ccccc1
→ i, 20
O=C(O)/C=C/C(=O)Nc1ccc(OC(F)(F)F)cc1Br
→ u, x
COc1cccc(C(=O)c2c[nH]c(C(=O)NCc3cccnc3)c2)c1
→ u, x
CCCCN(C(=O)c1ccc(C)cc1)c1c(N)n(CCC)c(=O)[nH]c1=O
→ u, x
COc1ccc(CCNC(=O)C2CCC(C(C)(C)C)CC2)cc1OC (stereo unspecified)
→ i, -30
O=C(/C=C/c1c(F)cccc1Cl)NCCCN1CCOCC1
→ 15%, 12
COCCn1c(N)c(N(Cc2ccccc2)C(=O)C2CCCCC2)c(=O)[nH]c1=O
→ u, x
CN(C(=O)COC(=O)CSc1ccc(C(N)=O)cc1[N+](=O)[O-])C1CCS(=O)(=O)C1 (stereo unspecified)
→ u, x
Cc1oc(-c2cccc(Cl)c2)nc1CSc1nc2c(c(=O)[nH]1)CCC2
→ u, x
CC(=O)c1cccc(Nc2nc3ccccc3n3cnnc23)c1
→ 3%, x
COc1nnc(-c2ccc(N3CCOCC3)c(NC(=O)c3ccccc3)c2)c2ccccc12
→ u, x

Further entries follow:
Results follow in this order: S3 lipid droplet, S3 lipid droplet cell count max
Cc1nc(SCC(=O)N2CCN(c3ccccc3)CC2)c2oc3ccccc3c2n1
→ u, x
Cc1ccc(S(=O)(=O)CC(=O)N2CCN(c3ccccc3F)CC2)cc1
→ -10%, -4
C=CCc1cc(C)ccc1OCCCn1ccnc1
→ u, x
O=C(c1ccco1)N1CCN(/C(=N/S(=O)(=O)c2cccs2)c2ccccc2Cl)CC1
→ u, x
O=c1[nH]c2ccc(S(=O)(=O)NCc3ccccc3)cc2[nH]1
→ u, x
O=C(Nc1ccc(F)cc1F)N1CCCN(CCOc2ccccc2)CC1
→ u, x
COc1cccc(N2CC(C(=O)Nc3nnc(SCc4cccnc4)s3)CC2=O)c1 (stereo unspecified)
→ 5%, -9
Cc1ccc(Nc2nc3ccccc3s2)c(C)c1
→ u, x
CCC(=O)Nc1c(C(=O)Nc2cccc(OC)c2)oc2ccccc12
→ u, x
Cc1cc(C)nc(Nc2ncc(O)n2-c2ccc(Br)cc2)n1
→ u, x
N#CCc1ccc(OC(=O)c2cnccc2C(F)(F)F)cc1
→ 15%, 11
Cc1nnc(NC(=O)c2ccccc2NC(=O)c2ccccc2)s1
→ 12%, 8
CCN(C(=O)COC(=O)c1cc(-c2cccc3ccccc23)nc2ccccc12)C1CCS(=O)(=O)C1 (stereo unspecified)
→ 20%, 2
CCOc1ccc(C2CC(c3ccccc3C)n3ncnc3N2)cc1 (stereo unspecified)
→ -15%, -18
S=c1[nH]nc(-c2ccc(Cl)cc2)n1/N=C/c1cccs1
→ u, x

Continuation.
Results follow in this order: S3 lipid droplet, S3 lipid droplet cell count max
COc1ccccc1C(=O)Nc1nc2nc(-c3ccccc3)cc(=O)n2[nH]1
→ i, x
Cc1nccn1C[C@@H]1CCc2c(c3ccccc3n2C)C1=O
→ 29%, 13
Cc1ccc(S(=O)(=O)NC(=O)Nn2c(C)nnc2C)cc1
→ u, x
CC(=O)c1cccc(NC(=O)CSc2ccc(-c3sc(C)nc3C)nn2)c1
→ u, x
CCOc1ccccc1-c1nc2c(C(C)(C)C)nn(C)c2c(=O)[nH]1
→ 2%, 15
CSc1ccccc1OCc1cc(C(=O)NC(C)c2cnn(C)c2)no1 (stereo unspecified)
→ i, 11
O=C(CN1CCCc2ccccc21)NC(=O)NCc1ccccc1
→ u, x
CC(C)CCn1c(=O)c2sccc2n2c(CCCC(=O)N3CCN(c4ccccn4)CC3)nnc12
→ u, x
CCOC(=O)N/N=C/c1cc(OC)c(O)c(OC)c1
→ 2%, 7
CN(C)c1ccnc2sc(C(N)=O)c(N)c12
→ u, x
CC(=O)Oc1ccc(/C=C2/CCc3ccccc3C2=O)cc1
→ u, x
COc1cccc(NC(=O)Cn2c3ccccc3c3nc4n(c(=O)c32)CCS4)c1
→ u, x
COc1ccc(OC)c(NC(=O)C2=C(C)Nc3ncnn3C2c2cccs2)c1 (stereo unspecified)
→ u, x
CCC1Oc2ccccc2N(CC(=O)NCc2cccs2)C1=O (stereo unspecified)
→ u, x
CC[N+]1(CC)CC2CCC(C)(C1)C2(C)C (stereo unspecified)
→ u, x

Remaining list, next part
Results follow in this order: S3 lipid droplet, S3 lipid droplet cell count max
CC1C(Br)C(=O)NC(=O)N1Cc1ccccc1 (stereo unspecified)
→ u, x
COc1ccccc1/C=C(/C(=O)OCC(=O)Nc1ccc(N(C)C)cc1)c1ccccc1
→ u, x
NCCCC[C@@H]1NC(=O)[C@H](CCC(=O)O)NC(=O)c2cc([N+](=O)[O-])cc(I)c2SC[C@@H](C(=O)NCC(N)=O)NC1=O
→ -7%, -8
COC(=O)C1=C(C)Nc2c(c(=O)n(C)c(=O)n2C)C1c1cccnc1 (stereo unspecified)
→ 8%, 14
COc1ccc(NC(=O)Cn2nnc(C(=O)NCCc3ccc(OC)c(OC)c3)c2N)c(OC)c1
→ u, x
CC(=O)Nc1ccc(CN2CCC(Oc3ccc(C(=O)N4CCCC4)cc3)CC2)cc1
→ i, 7
Cc1ccc(-c2noc(CCC(=O)NCC3CCN(Cc4cccc(C)c4)CC3)n2)cc1
→ i, x
CCOC(=O)c1c(C)n(C)c2ccc(OCC(O)CN3CCCCCC3)cc12 (stereo unspecified)
→ u, x
O=C(COc1ccc(Cl)cc1)NCCCNC(=O)c1ccncc1
→ u, x
CC(Sc1nnc(-c2ccccc2Br)o1)C(=O)N1CCOCC1 (stereo unspecified)
→ u, x
O=[N+]([O-])c1cccc(-c2noc3c2-c2nc(Cc4cccc5ccccc45)sc2CC3)c1
→ u, x
CCc1cc(SC#N)cc(CC)c1NC(=O)CCl
→ 5%, 1
O=C(CN1CCCCC1)N1CCN(c2ccccc2)CC1
→ u, x
C/C(N)=C(/C#N)C(=O)CSc1nnc(NC(C)C)s1
→ u, x
O=c1c2ccccc2ncn1-c1ccccc1C(F)(F)F
→ u, x

The results go on:
Results follow in this order: S3 lipid droplet, S3 lipid droplet cell count max
Cn1c(CNC(=O)CNC(=O)Cc2ccccc2)cc(=O)n(C)c1=O
→ i, 3
Cc1nc2cc(Cl)ccc2n1CCO
→ u, x
Cc1cccc(N2CCN(CC(=O)N(C3CCCC3)C3CCS(=O)(=O)C3)CC2)c1C (stereo unspecified)
→ u, x
Brc1cccc(OCCCNC2CCCC2)c1
→ 4%, 24
Cc1ccc(O)c(-c2cc(-c3ccccc3[N+](=O)[O-])[nH]n2)c1
→ u, x
CCSc1nnc2nc(C)cc(C)n12
→ u, x
Cc1c(C(=O)N2CCN(c3ccc(F)cc3)CC2)sc2ncnc(N3CCN(c4ccccn4)CC3)c12
→ i, 8
CCOc1ccc(/C=C/C(=O)Nc2cccc(C(C)=O)c2)cc1
→ 0%, 2
COc1ccc(C2CC(c3ccccc3)=NN2C(=O)CCC(=O)O)cc1 (stereo unspecified)
→ i, -4
O=C(Cc1c2ccccc2nc2ccccc12)c1ccccc1
→ u, x
Cc1ccc2cc(C#N)c(N3CCN(C(=O)c4ccccc4)CC3)nc2c1
→ u, x
O=C(CNC(=O)c1ccccc1Br)N/N=C/c1cccs1
→ u, x
O=C(NNC(=O)c1ccccc1Br)c1ccc(SCC2CCCO2)c([N+](=O)[O-])c1 (stereo unspecified)
→ 22%, 20
O=C1C2CCCN2C(=S)N1c1cc(Cl)ccc1Cl (stereo unspecified)
→ u, x
CNc1nc(N/N=C/c2ccc([N+](=O)[O-])cc2)nc(Nc2ccccc2)n1
→ u, x

Next part.
Results follow in this order: S3 lipid droplet, S3 lipid droplet cell count max
COc1ccc(CNC(=O)C2CCN(S(=O)(=O)c3ccc4c(c3)C(C)(C)C(=O)N4C)CC2)cc1
→ u, x
COc1cccc(S(=O)(=O)NCc2ccc(C(=O)Nc3ccc(Cl)c(Cl)c3)cc2)c1
→ u, x
C=CC1CN(CC(=O)OC)S(=O)(=O)c2ccccc21 (stereo unspecified)
→ 9%, 8
Clc1cncc(Cl)c1N/N=C/c1ccncc1
→ 14%, -5
Cc1cc(Br)ccc1NC(=O)c1sc2ncn(CC(=O)N3CCN(c4ccccn4)CC3)c(=O)c2c1C
→ u, x
CCO/C(C)=N/n1c2nc3ccccc3nc2c2c(=O)n(C3CCCC3)c(C)nc21
→ u, x
Cc1cc(C)c2c(n1)SCC(=O)N2CC(=O)Nc1ccccc1Cl
→ -2%, 22
O=C(CN1CCN(S(=O)(=O)c2ccc(Cl)cc2)CC1)Nc1ccc(N2CCOCC2)cc1
→ 1%, -11
CCn1cc(C(=S)N2CCC(C(N)=O)CC2)c2ccccc21
→ u, x
CCOC(=O)C1=NN(C(=O)Cc2ccccc2)C(O)(C(C)(C)C)C1 (stereo unspecified)
→ u, x
COc1ccc(OCc2nnc(NC(=O)Nc3ccc(F)cc3)s2)cc1
→ -2%, 12
O=C(Nc1nc(-c2ccc(-c3ccccc3)cc2)cs1)c1cnccn1
→ u, x
Cc1cccc(CC2CC(=O)N(C3CCCCC3)C2=O)c1 (stereo unspecified)
→ i, x
COc1ccc(S(=O)(=O)Nc2ccc(S(=O)(=O)N3CCCC3)cc2)cc1
→ u, x
CC1CCCC(NC(=O)c2cccc(S(=O)(=O)NCc3ccccc3)c2)C1C (stereo unspecified)
→ u, x

(more compounds)
Results follow in this order: S3 lipid droplet, S3 lipid droplet cell count max
NC(=O)NC(CC(=O)NCCc1ccc(S(N)(=O)=O)cc1)c1ccc(Cl)cc1 (stereo unspecified)
→ 1%, 5
CC(c1ccccc1)C1OCC(C[N+]2(C)CCCCC2)O1 (stereo unspecified)
→ 0%, 5
C=CCN1C(=O)C(CC(=O)Nc2ccccc2F)S/C1=N\c1nccs1 (stereo unspecified)
→ -4%, -2
O=C(NCc1ccccc1)c1n[nH]nc1-c1ccccc1O
→ 7%, x
COc1ccc(C(=O)N2CCCC(Nc3ccc(F)c(F)c3)C2)c(OC)n1 (stereo unspecified)
→ -21%, -6
COC1=C(Nc2ccccc2)C(=O)c2ccccc2C1=O
→ u, x

Full records from above. Order of values: S3 lipid droplet	S3 lipid droplet cell count max
Record of CC(c1ccccc1)C1OCC(C[N+]2(C)CCCCC2)O1 (stereo unspecified) = 0%	5
Record of O=C(NCc1ccccc1)c1n[nH]nc1-c1ccccc1O = 7%	x
Record of C=CCN1C(=O)C(CC(=O)Nc2ccccc2F)S/C1=N\c1nccs1 (stereo unspecified) = -4%	-2
Record of COC1=C(Nc2ccccc2)C(=O)c2ccccc2C1=O = u	x
Record of NC(=O)NC(CC(=O)NCCc1ccc(S(N)(=O)=O)cc1)c1ccc(Cl)cc1 (stereo unspecified) = 1%	5

Screening results deposited in PubChem by National Center for Advancing Translational Sciences (NCATS).

Not all compounds are listed; the hit share may differ from the screen's.
